# Compound activity: PubChem BioAssay, several laboratories
# NFkB transloc pot: enhances IL-1B driven NFkB nuclear translocation; AID 819; actives 0.3% (n = 94,000); activation, % at 2 µM; HUVEC IL-1B NFkB p65 nuclear translocation imaging;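 active = activation above 40%, about the mean plus 3 SD, also judged a hit on visual image review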;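 also: percent activation is computed from the nuclear over cytoplasmic p65 intensity ratio; values of inactives mirror those of a sister screen read the other way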
# NFkB transloc inh: blocks IL-1B driven NFkB nuclear translocation in HUVEC cells; inhibition, % at 2 µM; actives 0.43% (n = 94,000); HUVEC IL-1B NFkB p65 nuclear translocation imaging;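 active = inhibition above about 30% together with a positive call from visual inspection of the well image, limit read from the data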;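 also: nuclear over cytoplasmic p65 intensity ratio measured by imaging; 0% = IL-1B stimulated DMSO wells and 100% = unstimulated DMSO wells; values of inactives mirror those of a sister screen read the other way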
# Bcl-B displacement: displacers of TR3 peptide from Bcl-B, primary screen, selectivity assay for Bfl-1 inhibitor project, biochemical, fluorescence polarization; FP displacement of FITC-TR3 peptide from Bcl-B; higher % means a stronger effect; displacement, % at 20 µM; hits with a dose series show IC50 in µM; actives 0.11% (n = 96,000); AID 748;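 active = displacement above 50% at 20 µM plus a fluorescence interference ratio under 1.5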;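 also: plate controls were wells without compound for no effect and wells lacking Bcl-B protein for full effect; a part of the inactive calls stands beside numbers as strong as those of hits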
# PLAP inhibition: PLAP enzyme inhibitors, biochemical, luminescence, HTS (AID 690); one-dose inhibition, % at 20 µM; IC50 in µM for titrated hits; purified PLAP, luminescent substrate; higher % means a stronger effect; actives 0.08% (n = 96,000); in the data active = a potency from the dose series; inactive = the rest, 99 in 100 with inhibition below about 30%; also: strong numbers were not always called active
# MRP resist rev: compounds reversing MRP-mediated drug resistance; H69AR cells + 2 uM doxorubicin, CellTiter-Glo, 72 h; differential viability (reversal), % at 10 µM; actives 0.04% (n = 85,000); AID 602;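 active = viability drop by adding the cancer drug above about 55%, with treated viability meeting a 40% cutoff, limit read from the data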;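 also: viability without doxorubicin minus viability with 2 µM doxorubicin for each compound; larger differential means the compound sensitizes cells more to doxorubicin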
# MRP resist rev cytotoxicity: further read-out of MRP resist rev, marked with its call; viability, %; H69AR cells, CellTiter-Glo, 72 h; measured here: cytotoxicity without doxorubicin
# MRP resist rev with doxorubicin: second read-out of MRP resist rev, no call of its own (marks repeat the call); viability, %; measured here: viability with 2 uM doxorubicin; stronger effect = lower value
# NFkB transloc inh cell count 2 µM: further read-out of NFkB transloc inh, marked with its call; cell count; measured here: cells passing quality filter;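 raw number of nuclei counted in each imaged well without normalization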
# NFkB transloc pot cell count 2 µM: second read-out of NFkB transloc pot, no call of its own (marks repeat the call); cell count; measured here: cells passing quality filter
# Starred values were filed as active, the others as inactive; / = not tested or not shown.
SMILES,NFkB transloc pot,NFkB transloc pot cell count 2 µM,NFkB transloc inh,NFkB transloc inh cell count 2 µM,Bcl-B displacement,PLAP inhibition,MRP resist rev,MRP resist rev cytotoxicity,MRP resist rev with doxorubicin
CCCn1c(=O)[nH]c(=O)c2c1nc(-c1ccc(OC(F)F)cc1)n2CCN1CCOCC1,2,139,-2,139,-5%,12%,/,/,/
O=C(NC1CCCCC1)n1c(=O)oc2ccc(Cl)cc21,3,119,-3,119,-1%,24%,-20,53,74
Cn1c(SCC(=O)NNC(=O)Cc2ccccc2)nnc1-c1ccc(Cl)cc1,8,101,-8,101,16%,-60%,/,/,/
COc1ccc(NC(=O)CN2C(=O)c3cccc4cccc2c34)cc1OC,1,84,-1,84,-38%,-2%,3,85,82
O=C(Nc1nnc(C2CC2)s1)c1ccccn1,-8,154,8,154,8%,-130%,-10,81,91
CC1(C)CC(=O)c2cc(C(=O)N3CCCC(C)(C)C3)c(=O)n(-c3ccccc3)c2C1,21,146,-21,146,-12%,-11%,7,89,82
CCN(CC)CC(=O)Nc1c(C)cc(C(C)(C)C)cc1C,2,94,-2,94,0%,-68%,5,80,75
COc1ccc(-c2nnc(SCC(=O)Nc3cc(F)ccc3C)o2)cc1,-5,165,5,165,-3%,-32%,20,99,79
Cc1ccc(N2CC(C(=O)Nc3ccc4c(c3)OCO4)CC2=O)cc1 (configuration not stated),-8,195,8,195,0%,-23%,15,92,77
O=C(Cn1cnc2c(nnn2Cc2ccc(Cl)cc2)c1=O)NCC1CCCO1 (configuration not stated),-5,75,6,75,-9%,-9%,-2,95,96
O=C(NCc1ccccc1)C12CN(Cc3ccccc3)CC1C(c1ccc([N+](=O)[O-])cc1)=NO2 (configuration not stated),-8,195,8,195,6%,5%,/,/,/
O=S(=O)(c1ccc(Br)cc1)N1CCN(c2cc(-c3ccccc3)nc3ncnn23)CC1,/,/,/,/,-4%,15%,31,47,16
O=C(CSc1nnnn1-c1ccc2c(c1)CCC2)Nc1ccc2c(c1)OCCO2,/,/,/,/,7%,14%,9,86,77
NC(=O)CSCc1ccc(Br)cc1,-5,91,5,91,-10%,3%,-8,89,97
CCOC(=O)c1ccc(NC(=O)N2CCN(CCc3ccccc3)CC2)cc1,2,94,-2,94,-1%,-64%,-25,50,75
CCOC(=O)C1CCCN(CC(=O)/C=C2/N(C)c3ccccc3C2(C)C)C1 (configuration not stated),-9,188,9,188,-59%,-63%,4,80,76
c1ccc(Nc2ncnc3c2oc2ccccc23)cc1,0,117,0,117,-2%,3%,-8,83,91
Cc1cccc(OCc2nc(C#N)c(N3CC(C)CC(C)C3)o2)c1 (configuration not stated),/,/,/,/,-29%,-39%,-9,78,87
O=C1CC(N2CCOCC2)C(=O)N1CCc1ccccc1 (configuration not stated),-8,185,8,185,-2%,2%,-6,94,100
COc1cc(C2c3c(oc4ccccc4c3=O)C(=O)N2Cc2cccnc2)cc(OC)c1OC (configuration not stated),15,110,-15,110,-8%,-3%,/,/,/
COc1ccc(-c2nnc(SCC(=O)NCc3cccs3)n2C)cc1,-3,118,3,118,/,/,18,110,92
COc1cccc(CCC(=O)O)c1OC,-6,98,6,98,-2%,/,-4,100,104
COc1ccc(CCNC(=O)C2CCN(c3nn4c(=O)cc(C)nc4s3)CC2)cc1OC,/,/,/,/,4%,-26%,16,104,88
CC(=O)N1CCc2cc(S(=O)(=O)N3c4ccccc4CC3C)ccc21 (configuration not stated),/,/,/,/,-9%,30%,-47,20,67
Cc1ccc(-c2noc(-c3ccccc3C(=O)N3CCCC3)n2)cc1,14,98,-14,98,2%,-51%,-21,52,73

# Arranged by SMILES length (smallest number first): three of the compounds above.
SMILES,NFkB transloc pot,NFkB transloc pot cell count 2 µM,NFkB transloc inh,NFkB transloc inh cell count 2 µM,Bcl-B displacement,PLAP inhibition,MRP resist rev,MRP resist rev cytotoxicity,MRP resist rev with doxorubicin
c1ccc(Nc2ncnc3c2oc2ccccc23)cc1,0,117,0,117,-2%,3%,-8,83,91
O=C(NC1CCCCC1)n1c(=O)oc2ccc(Cl)cc21,3,119,-3,119,-1%,24%,-20,53,74
CCOC(=O)C1CCCN(CC(=O)/C=C2/N(C)c3ccccc3C2(C)C)C1 (configuration not stated),-9,188,9,188,-59%,-63%,4,80,76

# The list continues.
SMILES,NFkB transloc pot,NFkB transloc pot cell count 2 µM,NFkB transloc inh,NFkB transloc inh cell count 2 µM,Bcl-B displacement,PLAP inhibition,MRP resist rev,MRP resist rev cytotoxicity,MRP resist rev with doxorubicin
CCCS/C(N)=N/N=C/c1ccccc1O,7,196,-8,196,1%,-43%,-15,52,67
O=C1CN(C(=O)CCN2CCOCC2)C(c2ccccc2)c2cc(Br)ccc2N1 (configuration not stated),1,97,-1,97,11%,-30%,18,93,75
O=C(CC1NC(=O)NC1=O)Nc1ccccc1 (configuration not stated),-26,165,26,165,5%,9%,-1,93,93
CC#CCNCc1ccccc1,6,170,-6,170,-21%,-9%,8,95,86
COc1cc2c(cc1OC)C1=C(C#N)CN(CC(=O)O)CN1CC2,/,/,/,/,2%,-77%,12,85,73
CCN=C(NCC)SC1CC(=O)N(c2cccc(OC)c2)C1=O (configuration not stated),/,/,/,/,3%,-11%,-10,94,103
C=CCSc1nnc(NC(=O)CSc2nnc(C)s2)s1,13,111,-13,111,-8%,16%,-2,95,98
Fc1cccc(Cl)c1-c1nnc2ccc(N3CCOCC3)nn12,9,90,-9,90,-18%,5%,3,59,56
O=C(NCC1CC1)C1CCCN(S(=O)(=O)c2ccc(-n3cnnn3)cc2)C1 (configuration not stated),-7,175,7,175,-6%,5%,2,90,88
CCSc1nnc([C@@H]2CCCN2C(=O)OC(C)(C)C)o1,-13,117,13,117,2%,-40%,11,102,90
Cc1cccc(N(CC(=O)N2CCOCC2)S(C)(=O)=O)c1,10,104,-10,104,-5%,18%,-5,98,103
CCOC(=O)C(=O)/C(C#N)=C/Nc1ccccc1,/,/,/,/,5%,2%,1,99,98
CC(C)Oc1ccc(C2c3c(oc4ccccc4c3=O)C(=O)N2CCCN2CCOCC2)cc1 (configuration not stated),7,64,-7,64,-3%,-56%,-15,82,97
CCN(CC)c1ccc(C2N(C(=O)N3CCOCC3)CCN2S(=O)(=O)c2ccc(C)cc2)cc1 (configuration not stated),18,68,-18,68,7%,-66%,5,97,91
CCNC(=O)CSc1nc2cc(OC)c(OC)cc2c(=O)n1CCC1=CCCCC1,/,/,/,/,-54%,-91%,-5,69,74
COC(=O)c1ccccc1NC(=O)CSc1nnc(C(C)NC(=O)c2ccc(Cl)cc2Cl)n1C (configuration not stated),1,59,-1,59,-3%,-50%,-4,92,96
O=C(Nc1ccc(Br)cc1)C1CCCN1S(=O)(=O)c1cccs1 (configuration not stated),10,168,-10,168,-14%,16%,11,90,79
CCOC(=O)C1CCCN(Cc2nc(N)nc(Nc3ccc(OC)cc3)n2)C1 (configuration not stated),21,147,-21,147,-7%,18%,12,91,79
CCC(C)(C)NCC(=O)Nc1ccc(OC(F)(F)F)cc1,-3,167,2,167,3%,-76%,/,/,/
Cc1nnc(NC(=O)c2ccccc2F)s1,10,159,-10,159,-2%,17%,21,102,80
O=C(CSc1nc2ccccc2c(=O)n1Cc1ccccc1)NCc1ccco1,-10,154,10,154,2%,3%,-4,76,80
Cc1nc(SCC(=O)c2cccc([N+](=O)[O-])c2)n[nH]1,-4,136,4,136,0%,-67%,/,/,/
CCC(=O)Nc1ccc(NC(=O)CSc2nnc(C(C)C)n2C)cc1,9,189,-9,189,0%,-10%,3,105,102
Cc1cc(C)cc(SCc2noc(C(=O)NC(C)C)c2C(=O)O)c1,19,159,-19,159,-2%,8%,/,/,/
COc1cc(NC(=O)C2CC2)c(C(=O)O)cc1OC,-4,115,4,115,-11%,2%,-14,97,110

# By substructure, the entries above containing two or more sulfur atoms (3)
SMILES,NFkB transloc pot,NFkB transloc pot cell count 2 µM,NFkB transloc inh,NFkB transloc inh cell count 2 µM,Bcl-B displacement,PLAP inhibition,MRP resist rev,MRP resist rev cytotoxicity,MRP resist rev with doxorubicin
COc1ccc(-c2nnc(SCC(=O)NCc3cccs3)n2C)cc1,-3,118,3,118,/,/,18,110,92
C=CCSc1nnc(NC(=O)CSc2nnc(C)s2)s1,13,111,-13,111,-8%,16%,-2,95,98
O=C(Nc1ccc(Br)cc1)C1CCCN1S(=O)(=O)c1cccs1 (configuration not stated),10,168,-10,168,-14%,16%,11,90,79

# Copied from the entries so far, 5 compounds:
SMILES,NFkB transloc pot,NFkB transloc pot cell count 2 µM,NFkB transloc inh,NFkB transloc inh cell count 2 µM,Bcl-B displacement,PLAP inhibition,MRP resist rev,MRP resist rev cytotoxicity,MRP resist rev with doxorubicin
O=C(CSc1nc2ccccc2c(=O)n1Cc1ccccc1)NCc1ccco1,-10,154,10,154,2%,3%,-4,76,80
Cc1nc(SCC(=O)c2cccc([N+](=O)[O-])c2)n[nH]1,-4,136,4,136,0%,-67%,/,/,/
CCC(=O)Nc1ccc(NC(=O)CSc2nnc(C(C)C)n2C)cc1,9,189,-9,189,0%,-10%,3,105,102
Cc1cc(C)cc(SCc2noc(C(=O)NC(C)C)c2C(=O)O)c1,19,159,-19,159,-2%,8%,/,/,/
COc1cc(NC(=O)C2CC2)c(C(=O)O)cc1OC,-4,115,4,115,-11%,2%,-14,97,110

# Next section.
SMILES,NFkB transloc pot,NFkB transloc pot cell count 2 µM,NFkB transloc inh,NFkB transloc inh cell count 2 µM,Bcl-B displacement,PLAP inhibition,MRP resist rev,MRP resist rev cytotoxicity,MRP resist rev with doxorubicin
O=C(Nc1ccccc1)N1CCC(c2ccccc2)C1 (configuration not stated),-14,88,14,88,3%,3%,6,82,76
Cc1cccc2cc(CN(Cc3ccc(F)cc3)C(=O)N3CCOCC3)c(=O)[nH]c12,4,118,-4,118,/,/,18,92,75
COc1cccc(C2=NOC(C(=O)Nc3cccc(C(C)=O)c3)C2)c1 (configuration not stated),-2,167,2,167,4%,-11%,4,84,81
CCOC(=O)Cn1c2c(c(=N)c3c1CCC3)CCC2,0,109,0,109,-8%,14%,-2,96,98
Cc1cc(NC(=O)CSc2ccc3nnc(-c4ccc(F)cc4)n3n2)no1,-5,144,5,144,-1%,-1%,12,97,85
Cc1c(C(=O)O)sc2ncnc(N3CCCCC3C)c12 (configuration not stated),22,122,-22,122,-2%,-5%,-14,80,95
O=C(NC1CCCCC1)N(Cc1ccc(F)cc1)Cc1nc2ccccc2c(=O)[nH]1,5,169,-5,169,-8%,-18%,-11,76,87
O=C(NCC1CCCO1)C1CCN(S(=O)(=O)Cc2ccccc2)CC1 (configuration not stated),-17,92,17,92,-1%,-19%,-4,102,106
O=C(c1cccc(C(=O)N2CCN(c3ccc(F)cc3)CC2)c1)N1CCN(c2ccc(F)cc2)CC1,/,/,/,/,-10%,-45%,31,70,40
CCCCN(C)CCNC(=O)Cn1c(=O)sc2ccccc21,3,143,-3,143,-10%,5%,2,95,93
CCCn1nc(NC(=O)c2ccncc2)c2cc3ccccc3nc21,18,121,-18,121,-10%,-15%,-15,65,81

# Three of the compounds above, tab-delimited.
Molecule	NFkB transloc pot	NFkB transloc pot cell count 2 µM	NFkB transloc inh	NFkB transloc inh cell count 2 µM	Bcl-B displacement	PLAP inhibition	MRP resist rev	MRP resist rev cytotoxicity	MRP resist rev with doxorubicin
Cc1c(C(=O)O)sc2ncnc(N3CCCCC3C)c12 (configuration not stated)	22	122	-22	122	-2%	-5%	-14	80	95
O=C(NC1CCCCC1)N(Cc1ccc(F)cc1)Cc1nc2ccccc2c(=O)[nH]1	5	169	-5	169	-8%	-18%	-11	76	87
O=C(NCC1CCCO1)C1CCN(S(=O)(=O)Cc2ccccc2)CC1 (configuration not stated)	-17	92	17	92	-1%	-19%	-4	102	106

# This is a subset; rates above refer to the full screens.
